Compound activity: PubChem, The Scripps Research Institute Molecular Screening Center
M4 antag: antagonists of human muscarinic M4 receptor (CHRM4). P08173. CHO-hM4 cells, ACh EC80, Fluo-8 calcium fluorescence. inhibition, % at 3 µM. actives 0.73% (n = 360,000). AID 624125;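 active = inhibition above its plate's cutoff, the mean inhibition of sample wells plus 3 SD, cut at about 27% in these data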;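 note: 0% = acetylcholine EC80 with DMSO and 100% = DMSO without agonist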
Target sequence (P08173 whole entry, looked up): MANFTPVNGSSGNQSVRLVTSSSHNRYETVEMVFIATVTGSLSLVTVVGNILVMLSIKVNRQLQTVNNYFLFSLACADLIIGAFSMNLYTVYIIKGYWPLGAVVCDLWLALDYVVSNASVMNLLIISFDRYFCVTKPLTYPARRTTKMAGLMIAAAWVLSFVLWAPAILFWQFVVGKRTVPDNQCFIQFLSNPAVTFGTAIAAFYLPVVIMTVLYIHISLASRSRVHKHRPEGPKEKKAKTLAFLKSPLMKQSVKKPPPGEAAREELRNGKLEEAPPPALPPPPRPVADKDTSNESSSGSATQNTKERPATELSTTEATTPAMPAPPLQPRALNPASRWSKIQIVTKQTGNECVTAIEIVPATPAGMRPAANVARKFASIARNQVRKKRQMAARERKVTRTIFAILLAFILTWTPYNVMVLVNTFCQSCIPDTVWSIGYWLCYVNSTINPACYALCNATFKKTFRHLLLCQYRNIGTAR
CHRM4 agonist: agonists of human muscarinic M4 receptor (CHRM4); P08173; CHO-K1 hM4/Gqi5, Fluo-8 calcium fluorescence; vehicle 0%, full acetylcholine response 100%; activation, % at 3 µM; actives 0.14% (n = 360,000); AID 624127;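 active = activation above the run mean over all test wells plus 3 SD, cut at about 32% in these data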;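 note: peak over basal fluorescence ratio per well then scaled between controls; 0% = DMSO wells and 100% = acetylcholine at EC100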
M5 PAM: positive allosteric modulators of human muscarinic M5 receptor; P08912; CHO-K1 hM5, Fluo-8 calcium, ACh EC20 PAM; 0% = ACh EC20, 100% = ACh EC100; activation, % at 3 µM; actives 0.3% (n = 360,000); AID 624038;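 active = activation above the run cutoff, the mean activation of all test compounds plus 3 SD, cut at about 18% in these data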
Target sequence (P08912 whole entry, looked up): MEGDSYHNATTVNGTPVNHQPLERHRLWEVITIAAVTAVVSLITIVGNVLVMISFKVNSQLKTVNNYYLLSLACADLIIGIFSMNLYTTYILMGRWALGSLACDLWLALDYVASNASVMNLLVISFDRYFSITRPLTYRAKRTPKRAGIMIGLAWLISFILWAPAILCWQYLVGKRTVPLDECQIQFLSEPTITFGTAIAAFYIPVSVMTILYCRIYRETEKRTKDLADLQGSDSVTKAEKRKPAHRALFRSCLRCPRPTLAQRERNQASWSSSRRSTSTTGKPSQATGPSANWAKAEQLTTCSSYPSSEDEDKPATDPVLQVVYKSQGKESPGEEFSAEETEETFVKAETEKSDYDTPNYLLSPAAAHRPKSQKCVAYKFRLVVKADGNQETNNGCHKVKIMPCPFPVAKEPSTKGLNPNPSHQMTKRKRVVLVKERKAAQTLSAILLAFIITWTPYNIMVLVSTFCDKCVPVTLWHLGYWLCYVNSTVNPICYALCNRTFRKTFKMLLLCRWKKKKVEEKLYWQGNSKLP
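Probe or stimulus: acetylcholine, EC20 level; Assay system: human M5 receptor in CHO-K1 cells; Schedule: compound preincubation 140 s before EC20 acetylcholine addition; Technique: intracellular calcium via Fluo-8 fluorescence; Dosing: single-point, 3 µM nominal; Read-out basis: percent activation from peak-over-basal fluorescence ratio, scaled EC20-to-EC100 acetylcholine; Repeats: one well per compound, no replicates.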
CHO-K1 Ca ag: nonselective activator or artifact in parental CHO-K1 cells. actives 0.48% (n = 360,000). Fluo-8 calcium fluorescence; scaled to maximal ATP response, vehicle zero. activation, % at 3 µM; in the data active = activation above about 15%;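 note: untransfected CHO-K1 host cells lacking M1 receptor as counterscreen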
CHO-K1 Ca PAM: M1 PAM counterscreen hit in parental CHO-K1 cells; ATP EC20, Fluo-8 calcium fluorescence; 0% at ATP EC20, 100% at ATP max; activation, % at 3 µM; actives 0.02% (n = 360,000);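 active = activation above the run cutoff, the mean activation of all test compounds plus 3 SD, cut at about 40% in these data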;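 note: peak over basal fluorescence ratio in a 140 s read after ATP addition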
CHO-K1 Ca antag: counter-screen for M1 antagonists: effect in parental CHO-K1 cells; ATP-induced calcium, Fluo-8 fluorescence; inhibition, % at 3 µM; actives 0.6% (n = 360,000); AID 602250;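 active = inhibition above a per-plate cutoff, the plate's mean sample inhibition plus 3 SD, cut at about 24% in these data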;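 note: 0% = DMSO plus EC80 ATP and 100% = DMSO alone without ATP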
CHRM5 antagonist: blocks acetylcholine activation of human M5 receptor; CHO-hM5 cells, Fluo-8 calcium fluorescence, ACh EC80; P08912; AID 624040; inhibition, % at 3 µM; actives 0.59% (n = 360,000);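 active = inhibition above a per-plate cutoff, the mean of that plate's test compounds plus 3 SD, cut at about 27% in these data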;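 note: 0% = acetylcholine EC80 with DMSO and 100% = DMSO without agonist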
M5 ag: agonists of human muscarinic M5 receptor (CHRM5) | AID 624037 | activation, % at 3 µM | P08912 | CHO-K1 hM5 cells, Fluo-8 calcium fluorescence; 0% DMSO wells, 100% maximal acetylcholine response | actives 0.19% (n = 360,000);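 active = activation above the run's mean over test compounds plus 3 SD, cut at about 23% in these data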;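 note: signal is peak over basal fluorescence ratio across the kinetic read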
M4 PAM: positive allosteric modulators of human muscarinic M4 receptor; actives 0.4% (n = 360,000); activation, % at 3 µM; AID 624126; CHO-K1 hM4/Gqi5, Fluo-8 calcium fluorescence, ACh EC20; 0% = ACh EC20, 100% = maximal ACh;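 active = activation above its plate's cutoff, the mean activation of sample wells plus 3 SD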; note: some results filed as inactive read as strong as hits
Numbers without * were called inactive.

SMILES	M4 antag	CHRM4 agonist	M5 PAM	CHO-K1 Ca ag	CHO-K1 Ca PAM	CHO-K1 Ca antag	CHRM5 antagonist	M5 ag	M4 PAM
Cc1ccc(N2CCN(C(=S)c3ccc(-c4cccc([N+](=O)[O-])c4)o3)CC2)cc1	5	1	-1	0.3	8	4	-5	-1	-2
Fc1ccc(NC(=S)Nc2ccccc2N2CCOCC2)cc1Cl	6	3	-4	3.0	-10	-7	9	-2	0
CCOc1ccc(C(CC(=O)O)NC(=O)C(Sc2ccccc2)c2ccccc2)cc1 (centres undefined)	7	0	0	-0.4	9	-1	7	-3	-3
COc1ccc(S(=O)(=O)Nc2ccc(-n3cnnn3)cc2)cc1[N+](=O)[O-]	10	1	1	-0.3	-7	-6	17	-1	-5
O=c1cc(CN2CCC3(CC2)OCCO3)c2c(ccc3ccccc32)o1	5	5	-2	1.6	6	-1	-10	-1	-6
Cc1cc(C)n(C(=O)c2cc([N+](=O)[O-])cc([N+](=O)[O-])c2)n1	5	0	0	0.6	-4	-9	6	0	0
Cc1cccc(NC(=O)c2ccc(OCC3CCCO3)cc2)c1C (centres undefined)	-1	1	-1	0.5	22	-7	4	1	-1
O=c1cccc(-c2ccccc2)[nH]1	-12	1	30*	-0.1	7	-13	-12	-3	4
CN(C)c1ccc(C(=O)N2CCCC(N3CCN(Cc4ccc5c(c4)OCO5)CC3)C2)cc1 (centres undefined)	3	2	10	1.1	5	-3	-12	-7	-6
CCc1ccc(NC(=S)N(CCN(C)C)C(C)c2ccncc2)cc1 (centres undefined)	-7	0	1	2.8	6	1	-6	-4	-5
COc1ccccc1NC(=O)CN1CCN(C2c3ccccc3-c3ccccc32)CC1	0	1	1	4.2	48*	-28	-8	1	0
CCOc1cccc(CN2CCCC(N3CCc4ccccc4C3)C2)c1O (centres undefined)	-5	1	-3	0.3	14	-5	8	-22	-5
CC(C)CC(=O)Nc1ccc2oc(-c3cccnc3)nc2c1	0	1	-1	0.5	4	-2	1	1	8
O=C(NNS(=O)(=O)c1ccccc1F)c1cccc(S(=O)(=O)N2CCOCC2)c1	2	1	2	0.5	17	-5	-8	1	5
O=C(CNC(c1ccccc1)c1ccccc1)Nc1cc([N+](=O)[O-])ccc1Cl	-3	0	-5	0.2	19	-7	0	-3	0
Cc1ccc(S(=O)(=O)Nc2cc(C(=O)NCCN3CCCC3)ccc2N2CCCCC2)cc1	4	2	4	0.0	2	17	-3	0	2
C=CCN1CC2(c3ccccc3)CN(CC=C)CC(c3ccccc3)(C1)C2=O	0	0	-11	-0.6	4	-17	16	-1	-2
CC(C)CCn1nnnc1C(C(C)C)N1CCC(C(N)=O)CC1 (centres undefined)	1	2	-7	-0.2	-6	24	11	-10	3
CCCCC(=O)OCC(=O)c1cc(C)n(-c2c(C)n(C)n(-c3ccccc3)c2=O)c1C	-10	0	10	0.2	21	-20	4	-4	7
c1ccc(NC(=NCc2ccco2)c2ccccc2)cc1	0	0	-10	0.3	3	-7	-2	-6	-1
CC(OC(=O)c1ccccc1CCc1ccccc1)C(N)=O (centres undefined)	-1	2	-7	1.4	-5	0	4	2	-1
C=CCOc1c(Br)cc(CNc2ccc(NC(=O)C(C)C)cc2)cc1OCC	4	2	-3	0.1	8	1	1	-2	-4
CCCCN1C(=O)/C(=C2/C=CC=CN2C)SC1=S	29*	1	-15	0.0	-3	7	20	-7	-23
CCCn1c(Nc2nc3ccccc3n2C)nc2ccccc21	1	-2	0	-0.2	-4	10	-4	-3	-5
O=C(c1ccc(-c2ccccc2)cc1)N1CCN(c2ncccn2)CC1	0	4	-5	0.3	-2	-1	3	-9	-5
O=C(N/N=C/c1ccc(Cl)c([N+](=O)[O-])c1)c1ccc2nc[nH]c2c1	0	4	-12	0.9	1	1	12	-5	-6
CN1CCSc2ccc(C(=O)NCc3cccc(F)c3)cc21	-9	2	-3	0.2	15	1	2	-2	3
N#CCC1c2ccccc2CCN1C(=O)Nc1ccc(C(F)(F)F)cc1 (centres undefined)	2	4	-12	1.5	-12	3	3	-5	-4
O=C(CN(C(=O)C1CSC(=O)C1)c1ccccc1F)NCc1ccc2c(c1)OCO2 (centres undefined)	8	3	-6	2.7	28	-17	13	1	-3
O=C(CNC(=O)c1ccccc1)OCc1cc(=O)n2cc(Br)ccc2n1	0	2	0	0.3	1	1	0	0	0
C/C(CC(=O)Nc1cccc(Br)c1)=N\NC(=O)c1ccc(O)cc1O	-3	1	-3	0.4	-1	-3	8	-2	-3
O=C(NCCc1ccccc1)c1ccc(OCCOc2ccccc2)cc1	-9	0	2	0.9	24	-12	7	-5	17
Cn1cc(Br)c(C(=O)Nc2c(F)c(F)c(F)c(F)c2F)n1	-9	1	-3	2.5	23	-10	1	-4	7
NC(=O)c1ccc(NC(=O)COC(=O)CCCc2c[nH]c3ccccc23)cc1	10	2	-4	2.3	11	-13	3	-1	-13
CCCN(CC1CC1)C(=S)NC(=O)c1cc(Br)ccc1Cl	-14	1	-3	-0.2	8	1	-3	-6	7
Cc1ccc(C(=O)N2CCN(c3ccc(F)cc3)CC2)cc1S(=O)(=O)N1CCCCC1	-4	10	-12	7.5	12	-8	17	0	-3

For convenience, some entries already given.
SMILES	M4 antag	CHRM4 agonist	M5 PAM	CHO-K1 Ca ag	CHO-K1 Ca PAM	CHO-K1 Ca antag	CHRM5 antagonist	M5 ag	M4 PAM
NC(=O)c1ccc(NC(=O)COC(=O)CCCc2c[nH]c3ccccc23)cc1	10	2	-4	2.3	11	-13	3	-1	-13
CCCN(CC1CC1)C(=S)NC(=O)c1cc(Br)ccc1Cl	-14	1	-3	-0.2	8	1	-3	-6	7
Cc1ccc(C(=O)N2CCN(c3ccc(F)cc3)CC2)cc1S(=O)(=O)N1CCCCC1	-4	10	-12	7.5	12	-8	17	0	-3

Additional entries.
SMILES	M4 antag	CHRM4 agonist	M5 PAM	CHO-K1 Ca ag	CHO-K1 Ca PAM	CHO-K1 Ca antag	CHRM5 antagonist	M5 ag	M4 PAM
O=C(Nc1ccc(OC(F)(F)F)cc1)C1=NCCN1	13	3	2	0.8	20	-8	-3	0	0
COc1ccc(NCc2nnc(SCC(=O)Nc3cccc(C)c3)o2)cc1	1	1	0	0.1	-6	8	1	2	0
CC(=O)Nc1cccc([N+](=O)[O-])c1	-2	0	0	-0.1	17	-2	1	2	4
CC(=O)c1c(COC(=O)c2ccco2)nc2ccccc2[n+]1[O-]	-7	5	-1	3.8	16	-13	-4	2	8
COc1cccc(NC(=O)c2nnn(CCc3ccccc3)c2N)c1	2	2	-7	0.7	11	0	6	3	-2
CN(CCC#N)c1ncnc2scc(-c3ccccc3)c12	-2	3	0	1.6	10	-10	5	-1	-2
c1ccc2c(Nc3nncs3)c3ccccc3nc2c1	1	3	2	4.3	9	2	6	1	0
COc1ccccc1C(C(=O)NC1CCCCC1)N(C(=O)c1csnn1)C1CC1 (centres undefined)	-33	2	8	-0.1	15	-8	-5	-3	8
CCCNC(=O)C1(C)CCN(C(=O)COc2ccc(C(C)(C)C)cc2)C1 (centres undefined)	9	1	1	0.9	19	-4	3	1	3
COc1cccc(CN2CCC(n3nccc3NC(=O)C3CC3)CC2)c1	4	0	-1	0.8	22	-6	-3	-9	-3
COc1ccc(C2=NN(C(=O)CSc3ncccn3)C(c3cccc(OC)c3OC)C2)cc1 (centres undefined)	0	1	6	1.0	25	-20	2	-1	4
Cc1cc(C(=O)NC2CCCN(Cc3ccccc3F)C2)n[nH]1 (centres undefined)	-1	1	-1	0.5	-11	1	7	-2	2
CN1CCN(NC(=O)CN(C)S(=O)(=O)c2cc(Cl)ccc2Cl)CC1	2	0	-4	2.2	28	-10	-7	-7	-3
Cc1ccc(C(=O)NC(C(=O)Nc2cccc(S(N)(=O)=O)c2)C(C)C)cc1 (centres undefined)	-6	0	1	1.3	29	-18	6	-3	-2
CCOC(=O)C1=C(C)c2ccccc2N(C(=O)OC)C1(C)C(=O)OCC (centres undefined)	-2	4	2	1.0	26	-20	-2	-2	3
CCOC(=O)C1=C(COC(=O)CCC(=O)c2ccc(C)cc2)NC(=O)NC1C (centres undefined)	12	1	-2	0.2	7	-5	2	3	0
COc1ccc2sc(C)[n+](C)c2c1	2	3	6	0.1	4	2	-5	2	3
CCCCN(CCCNc1ncnc2nc[nH]c12)c1ccccc1	-5	7	-8	4.4	16	1	7	2	-4
COC(=O)Cn1cnc(=O)c(C#N)c1/C=C/N(C)C	1	0	9	0.3	20	-14	-8	3	0
CCn1nc(NC(=O)C2CCCO2)c2cc3cccc(C)c3nc21 (centres undefined)	8	-2	-1	-1.1	-4	4	7	-2	-5
CC(=O)NCc1cc(-c2nn(C)c(=O)c3ccccc23)ccc1C	4	0	1	0.4	0	-4	1	-6	0
Cc1ccc(OCCCCCCN2CCNCC2)c(Br)c1	-1	6	5	0.6	-12	4	8	-10	-6
Cc1ccc(NC(NC(=O)c2cccs2)C(Cl)(Cl)Cl)cc1 (centres undefined)	-1	5	-10	2.6	21	-7	-3	-3	2
Cn1c(N)c(-c2ccccc2)c2ccc([N+](=O)[O-])cc2c1=O	17	56*	-9	16*	-6	-5	16	23	-20

Reprinted from the part before: two compounds; new compounds follow.
SMILES	M4 antag	CHRM4 agonist	M5 PAM	CHO-K1 Ca ag	CHO-K1 Ca PAM	CHO-K1 Ca antag	CHRM5 antagonist	M5 ag	M4 PAM
Cc1ccc(NC(NC(=O)c2cccs2)C(Cl)(Cl)Cl)cc1 (centres undefined)	-1	5	-10	2.6	21	-7	-3	-3	2
Cn1c(N)c(-c2ccccc2)c2ccc([N+](=O)[O-])cc2c1=O	17	56*	-9	16*	-6	-5	16	23	-20
Cc1ccc(S(=O)(=O)Oc2ccc(/C=N/N=C3/NC(=O)C(CC(=O)O)S3)cc2)cc1[N+](=O)[O-] (centres undefined)	0	1	0	0.2	-3	-5	9	-3	0
COc1ccc(C=O)cc1Cn1ccnc1	3	0	1	2.5	26	-19	11	-6	0
COc1ccc(CNC(=O)C(=O)NCC2OCCCN2S(=O)(=O)c2cccs2)cc1 (centres undefined)	1	2	-6	0.4	6	-3	18	-6	2
O=P(Nc1ccccc1)(Nc1ccccc1)c1ccccc1	11	3	-6	-0.1	2	5	8	2	-2
C/C(=N\NC(=O)COc1ccc(C)cc1[N+](=O)[O-])c1ccc2c(c1)OCCO2	-10	4	3	0.9	4	-11	-9	-3	2
CCOC(=O)CSc1ccc2ccccc2n1	-19	-1	-5	-0.5	-1	-11	6	-2	6
COC(=O)c1ccccc1NC(=O)Nc1cccnc1	6	1	-3	0.3	12	1	-2	-2	2
O=C(CSCc1ccc(Cl)cc1)NCC1CCCO1 (centres undefined)	5	0	1	0.3	1	-2	-3	-2	-4
Cn1c(=O)[nH]c(=O)c2c1nc(Br)n2CCCO	5	1	22*	-0.4	1	2	-18	2	19
CSc1nnc(NC(=O)c2cccc(S(=O)(=O)N3CCOCC3)c2)s1	-3	0	4	1.3	14	-7	-12	-3	5
CC1CC(C)CN(CC(O)COCc2ccccc2)C1 (centres undefined)	-1	0	11	0.2	-14	5	-2	10	-5
Cc1ccc(NC(=O)C2CCN(C(=O)c3ccco3)CC2)cc1C	0	0	4	0.1	16	-3	7	-4	-3
COc1cccc(C(=O)NNC(=O)C(=O)Nc2ccc(OC)cc2OC)c1	4	1	3	1.3	19	-16	14	-2	-2
